PAX8 inh HTS = PAX8 transcriptional activity inhibition | RMG-I TPO-luciferase reporter, SteadyGlo, 24 h | inhibition, % at 12.6 µM | 360,000 tested, 1.2% active | AID 652154;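 active means mean replicate inhibition at least 60% with every replicate also reaching 60%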;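 further: luciferase light reporting Pax8 driven TPO promoter activity; plate controls were median of neutral control wells for no effect and mitoxantrone controls for full effect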
PglD inh = PglD (C. jejuni) enzyme inhibition; purified PglD enzyme, DTNB colorimetric CoA detection; inhibition, % at 12.5 µM; 360,000 tested, 0.098% active; in the data active means inhibition above about 16%, passing the limit was not always enough; further: strong numbers were not always called active
Cneo AK release = causes C. neoformans cell lysis | adenylate kinase release luminescence, 4 h; normalised: neutral wells 0, clomiphene wells 100 | lysis activity, % at 15 µM | 360,000 tested, 0.2% active | AID 651654;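 active means mean lysis activity across replicates of at least 80%, whatever share of replicates individually reach that level; inactive means mean lysis activity below 80%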
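read-out = cell lysis signal | test system = log-phase Cryptococcus neoformans yeast cells | input = cells at 5 × 10^6 per mL | medium = fresh YPD growth medium | signal = luminescent adenylate kinase detection reagent | timing = 4 h at 37 °C static, read 1 h later | dosing = single dose | controls = Clomiphene as positive lysis control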
INS-1E GSIS act = GLuc luminescence reporter in INS-1E cells, primary screen for activators of glucose-dependent secretion of insulin. INS-1E GLuc reporter insulin secretion, 2-3 h. activation, % at 16.6 µM. 370,000 tested, 0.61% active. AID 743287;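 active means lowest replicate activation of at least 40%, so every replicate reaches that level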;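 further: 0% = median of neutral control wells and 100% = median of IBMX positive control wells; some compounds called inactive have numbers as strong as hits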
LGR2 antag = inhibitors of bursicon-induced Drosophila LGR2 receptor cAMP signaling; inhibition, % at 9.99 µM; HEK293 LGR2, CRE-luciferase, bursicon-stimulated, 4 h; 380,000 tested, 0.35% active;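 active means drop in luminescence signal, shown as inhibition above about 50% in the replicate tests, limit read from the data, passing the limit was not always enough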;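 further: agonist challenge used bursicon conditioned medium at about half maximal strength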
ARNT-TACC3 inh = ARNT/TACC3 interaction disruption; inhibition, % at 9.99 µM; AID 623870; Q9Y6A5; 390,000 tested, 0.66% active; AlphaScreen His-ARNT PAS-B/GST-TACC3 binding, luminescence; TACC3 fragment carries E629A point mutation;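 active means mean inhibition of replicates at least 50% and at least half of replicates each reaching 50%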;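 further: 0% = complete ARNT plus TACC3 wells and 100% = ARNT alone without TACC3; many hits fall short of the cut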
PGC1a acetyl inh = lowers PGC1a acetylation signal in U2OS cells. AlphaScreen anti-acetyl-lysine; with virally co-expressed GCN5 acetyltransferase. inhibition, % at 15.6 µM. 350,000 tested, 0.17% active. AID 651687;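 active means every replicate shows inhibition of at least 40%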;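 further: 0% = neutral control wells and 100% = positive control wells; some results beyond the cut were filed as inactive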
Statin myotox sup = protects C2C12 myotubes from simvastatin toxicity; 330,000 tested, 0.78% active; rescue of ATP level, % at 7.49 µM; AID 602340; ATP luminescence, 48 h; scaled: DMSO 0, geranylgeraniol control 100;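 active means mean ATP rescue above about 67%, or every replicate alone reaching that limit, limit read from the data, passing the limit was not always enough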;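 further: myotubes were challenged with 10 µM simvastatin during compound exposure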
Active calls of the source: *; . = no result given; & = joins results of further samples.

SMILES,PAX8 inh HTS,PglD inh,Cneo AK release,INS-1E GSIS act,LGR2 antag,ARNT-TACC3 inh,PGC1a acetyl inh,Statin myotox sup
CC1Oc2ccccc2N(CC(=O)NCc2ccc3c(c2)OCO3)C1=O (configuration not stated),-48,.,.,8,-99,-1,.,.
Cn1sc(NC(=O)c2ccc(Cl)cc2)nc1=O,-101,-1,-6,7,-7,-5,.,0
CCC(=O)c1ccc(N2CCCCCC2)c(F)c1,.,-11,1,.,.,8,3,3
C[C@@H]1CCCCO[C@H](CN(C)Cc2ccccc2)[C@@H](C)CN([C@@H](C)CO)C(=O)c2cc(NS(=O)(=O)c3cccs3)ccc2O1,1,5,7,-18,-4,-2,-8,.
Cc1cnc(NC(=O)C2CC=CCC2)s1 (configuration not stated),-25,1,-3,-3,-23,-2,-8,-3
CC(C)CN1C(=O)C(NC(=O)C2CC2)(C(F)(F)F)C2=C1CC(C)(C)CC2=O (configuration not stated),34,-4,2,14,22,-6,-4,.
O=C(Nc1ccc(F)cc1)N1C[C@H]2[C@@H](c3ccccc31)[C@H](CO)N2C(=O)c1cccnc1,-5,-1,2,0,-4,1,0,7
N#Cc1ccc(-c2ccc3c(c2)[C@H]2[C@H](CCN2C(=O)C2CCCCC2)[C@@H](CO)N3)cc1,1,-2,25,-5,9,-40,14,-10
Cc1cccc(NC(=S)Nc2ccccn2)c1C,3,.,.,41*,-7,-5,.,.
CNC[C@@H]1Oc2ccc(NC(=O)Nc3ccc(F)cc3)cc2CC(=O)N([C@H](C)CO)C[C@H]1C,-11,1,-1,-10,-1,-7,-3,6
CN1CCN(C(=O)Nc2cccc(-c3ccccc3)c2)CC1,-2,3,1,6,2,12,-5,6
COc1ccc(S(=O)(=O)NCC(c2ccc3c(c2)OCO3)N2CCOCC2)cc1 (configuration not stated),-4,-1,0,4,8,0,-11,22
CN(C)c1ccc(CNc2ccc3c(c2)ncn3C(C)(C)C)cc1,-8,4,-2,-32,5,2,.,19
COc1ccc(/C=N/Nc2nc(N3CCCCC3)nc(N3CCCCC3)n2)cc1[N+](=O)[O-],1,4,0,6,-12,12,-10,-10
CCCCCC(=O)Nc1ccccc1N1CCN(c2ccccc2)CC1,.,1,1,-18,4,-2,14,-24
O=C(COC(=O)c1cccc(S(=O)(=O)N2CCOCC2)c1)Nc1ccc2c(c1)OCO2,.,6,0,8,0,-6,-12,9
O=C(NCc1ccccc1)c1cnsn1,.,-2,-4,2,-8,-7,8,.
CCN1CCN(c2nc3c(c(=O)n(C)c(=O)n3C)n2CCSc2nccc(C)n2)CC1,17,-3,1,.,.,-2,12,-1
CCOC(=O)C1=C(O)/C(=C\c2cccc(OC)c2)N=C1C,.,-1,-1,6,-5,0,-2,9
O=C(NCCNc1ccc([N+](=O)[O-])cc1C(F)(F)F)c1ccccc1,-14,.,.,-22,20,5,.,.
CCCN(C)C[C@@H]1OCCCC[C@@H](C)Oc2ccc(NC(=O)Nc3c(C)noc3C)cc2C(=O)N([C@H](C)CO)C[C@@H]1C,-7,.,.,18,2,.,1,-24
CCn1c(=O)c(=O)[nH]c2cc(C(=O)NC3CCCC3)ccc21,12,-8,1,-4,-30,-10,2,-4
O=C(COc1ccccc1Cl)NCCCN1CCOCC1,-6,-3,-2,.,.,-3,9,6
Cc1cc(-c2nn(-c3ccccc3F)cc2CN2CCCC(CO)C2)c(C)s1 (configuration not stated),-4,-4,1,6,26,0,19,6
Cc1cccc(C)c1NC(=O)C(c1ccccc1)N1CCN(C/C=C/c2ccccc2)CC1 (configuration not stated),11,3,-1,-43,-18,.,12,10
Clc1ccccc1CN1CCSCC1,-17,5,-2,2,-17,-4,47*,4
Cc1ccc(OC/C(=N\O)C(C)(C)C)c([N+](=O)[O-])c1,-87,.,.,-26,-86,33,-9,-2
COc1ccc(C(=O)CC(=O)c2ccc(F)cc2)cc1,-122,-1,0,.,.,.,-10,.
CC(NC(=O)c1ccc(Cl)cc1)c1nnc(SCC(=O)NC2=NCCS2)n1C (configuration not stated),2,-3,-2,11,-2,2,6,-2
COc1cccc(C(=O)Nc2ccc3c(c2)C(=O)N(C)[C@H]2CC[C@@H](CC(=O)NCC4CC4)O[C@@H]2CO3)c1,-1,-3,-8,1,1,-1,-3,4
COc1ccc(CNC(=O)c2cc(C)nc3ccccc23)cc1OC,19,.,.,8,-12,-3,.,.
COC(=O)CSc1nc2cc(C)ccc2cc1C#N,-292,-2,-10,.,.,-4,.,-8
CN(CC(=O)Nc1ccccc1N1CCOCC1)CC(=O)Nc1ccc(F)c(F)c1F,25,.,.,-6,-3,2,.,.
CN(C)CC(=O)N[C@H]1C=C[C@@H](CC(=O)NCc2ccc(Cl)cc2)O[C@@H]1CO,1,5,-2,0,2,-2,10,2
N#C[C@H]1[C@H](c2ccc(-c3cccc(F)c3)cc2)[C@H](CO)N1S(=O)(=O)c1cccc(F)c1,-2,-1,0,-8,2,-17,-3,-10
CCCc1ccc(OCc2ccc(C(=O)Nc3cccc(C)n3)o2)c(OC)c1,-110,.,.,-12,4,-1,.,.
C[C@H](CO)N1C[C@H](C)[C@H](CN(C)C(=O)C2CC2)OCc2cnnn2CCCC1=O,-3&1,1,-1,8&26,1&4,-3,-2&4,8&4
C[C@@H]1CN([C@@H](C)CO)C(=O)Cc2cc(NC(=O)Cc3ccccc3)ccc2O[C@H]1CN(C)S(=O)(=O)c1ccc(F)cc1,12,-1,0,-1,-4,3,-2,4
Cc1ccccc1S(=O)(=O)NCC[C@@H]1CC[C@@H](NC(=O)C2CC2)[C@H](CO)O1,9,1,1,-2,7,0,8,-3
CN(C(=O)c1ccc(NC(=O)Cc2cccc(NC(=O)C3CCCN(C(=O)C4CCCC4)C3)c2)cc1)C1CC1 (configuration not stated),-14,-6,-8,-13,12,-2,-9,10
COc1ccc(N2CCN(C(=O)c3cc(N4C(=O)C5C6CCC(C6)C5C4=O)ccc3Cl)CC2)cc1 (configuration not stated),24,.,.,-29,5,1,.,.
O=C(C[C@H]1C[C@@H]2c3cc(NC(=O)Nc4ccc(C(F)(F)F)cc4)ccc3O[C@@H]2[C@@H](CO)O1)NCc1ccc2c(c1)OCO2,65*,1,13,-25,9,11,11,7
Cc1c(NC2(c3nnnn3-c3ccc(Br)cc3)CCCCC2)c(=O)n(-c2ccccc2)n1C,24,4,-2,5,.,24,-5,.
CCCNC(=O)N1CCN(c2nc(C(C)C)c3c(c2C#N)CC(C)(C)OC3)CC1,26,3,-1,0,-2,7,-12,14
C[C@@H]1CN([C@H](C)CO)C(=O)c2cc(NC(=O)Nc3ccc4c(c3)OCO4)ccc2O[C@@H]1CN(C)Cc1ccccc1,1,-1,-1,-6,-7,3,-11,-22
O=C(CSCc1nc2ccccc2[nH]1)Nc1ccc(Oc2ccccc2)cc1,10,.,.,-31,16,1,.,.
CN(Cc1ccccc1)C(=O)C1CCCN(Cc2ccc(Cl)cc2)C1 (configuration not stated),.,7,3,.,.,-4,-5,10
O=C(NCC[C@@H]1CC[C@H](NC(=O)Nc2cc(F)ccc2F)[C@H](CO)O1)Nc1ccc(F)cc1,.,-5,-3,-25,-14,-7,2,9

Rewritten with two lines to a compound: part of the list above
Sequence of screens – PAX8 inh HTS | PglD inh | Cneo AK release | INS-1E GSIS act | LGR2 antag | ARNT-TACC3 inh | PGC1a acetyl inh | Statin myotox sup
O=C(C[C@H]1C[C@@H]2c3cc(NC(=O)Nc4ccc(C(F)(F)F)cc4)ccc3O[C@@H]2[C@@H](CO)O1)NCc1ccc2c(c1)OCO2
  65* | 1 | 13 | -25 | 9 | 11 | 11 | 7
Cc1c(NC2(c3nnnn3-c3ccc(Br)cc3)CCCCC2)c(=O)n(-c2ccccc2)n1C
  24 | 4 | -2 | 5 | . | 24 | -5 | .

(more compounds)
SMILES,PAX8 inh HTS,PglD inh,Cneo AK release,INS-1E GSIS act,LGR2 antag,ARNT-TACC3 inh,PGC1a acetyl inh,Statin myotox sup
CC(NC(=O)c1cc(S(=O)(=O)N(C)C)ccc1Cl)c1ccc(-n2ccnc2)cc1 (configuration not stated),3,1,3,21,-6,-2,4,-9
CCCCn1c(N)c(N(CC)C(=O)C2CCCC2)c(=O)[nH]c1=O,-9,2,-3,-1,17,-7,0,-4
COc1ccc2[nH]c3nc(SC(C)C)nnc3c2c1,.,0,-6,.,.,-4,-7,-14
Cn1cccc1C(=O)c1cccc([N+](=O)[O-])c1,-5,.,.,31,0,.,2,.
Cc1ccc(C)c(N2CCN(C(=O)CCS(=O)(=O)c3ccc4c(c3)CCN4C(=O)C3CC3)CC2)c1,-5,0,8,3,-12,4,.,-27
CC(C)=CCC/C(C)=C/CNC(=O)C[C@H]1C[C@H](C(=O)N2CCOCC2)[C@@]2(CCC3CCCC3)c3[nH]c4cc(-c5ccco5)ccc4c3CCN2C1=O,0,6,-1,3,0,-4,-10,20
Nc1nc(-c2ccc(Cl)cc2)c(N=Nc2ccc(S(=O)(=O)N3CCOCC3)cc2)s1,7,4,-1,-1,-3,-1,3,.
CCc1c(O)nc(SCC(=O)Nc2ccc3c(c2)CCC3)[nH]c1=O,.,-5,0,.,.,-5,-5,2
Fc1ccc(CNC(=S)NCc2ccccc2)cc1,7,2,25,-16,-24,0,.,4
Cc1ccccc1OCCCC(=O)Nc1nccs1,.,.,.,3,12,-4,0,4
CCOC(=O)CC1C(=O)NCCN1Cc1cccc(OC)c1 (configuration not stated),-1,3,5,11,16,-2,10,.
COc1ccc(-n2nc(C(=O)NCC(=O)NCC3CCCO3)c3ccccc3c2=O)cc1Cl (configuration not stated),.,-2,0,.,.,-3,-15,.
CC1(C)Cc2nc3oc4c(=O)n(CC(=O)Nc5ccc(Cl)cc5)cnc4c3cc2CO1,6,0,-3,7,-1,1,3,.
COCC(=O)Nc1ccc2c(c1)OC[C@@H](C)N(C(=O)Cc1ccccn1)C[C@@H](C)[C@H](OC)CN(C)C2=O,.,0,-1,0,-2,9,1,-11
COc1ccccc1CNC(=O)CCN1C(=O)COc2ccc(C)cc21,13,5,3,.,.,1,.,15
C=CCn1c(CSc2nc3ccccc3s2)nnc1SCC(=O)NCc1ccccc1,.,2,6,.,.,0,-7,17
COc1ccc(-c2csc(C)n2)cc1,-117,-4,-1,.,.,-2,.,.
